High-throughput results from PubChem BioAssay.
5HT1E antag: 5-HT1E (human) receptor antagonism; CHO 5-HT1E Ga15 NFAT-bla reporter, FRET, antagonist; inhibition, % at 6 µM; actives 0.99% (n = 65,000); P28566;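 active = inhibition above a set limit, the mean inhibition across every tested compound plus 3 SD, cut at about 29% in these data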;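 note: signal is the 460 over 535 nm emission ratio of beta-lactamase substrate; 0% = agonist plus DMSO wells and 100% = wells without agonist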
tolC growth inh: growth inhibitors of E. coli BW25113 tolC mutant | OD615 | growth inhibition, % at 10 µM (by protocol) | actives 2.2% (n = 65,000);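 active = growth inhibition at or above a cutoff equal to the mean over every tested compound plus 3 SD, cut at about 60% in these data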;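 note: growth measured after 20 h incubation at 37 °C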
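Assay system: tolC-deleted E. coli BW25113. Medium: kanamycin-containing LB broth (50 µg/mL). Dosing: 10 µM final, single dose. Timing: bacterial growth with compound for 20 h at 37 °C. Detection: A615 absorbance measurement. Read-out basis: growth inhibition in percent.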
SF1 activator: SF-1 (human) activation. Q13285. CHO-K1 Gal4-SF-1 LBD luciferase reporter; % increase over DMSO SF-1-specific signal. activation, % at 10 µM. actives 1.9% (n = 65,000);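 active = activation above the mean activation of all tested compounds plus 3 SD, cut at about 50% in these data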
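Compound – one dose, 10 µM compound, 1% DMSO · Test system – transient Gal4-SF-1 LBD reporter, CHO-K1 · Input – 4,000 cells in each well · Read-out basis – percent activation relative to DMSO median and mock-transfected background · Replicates – single measurement per compound · Technique – steady-glow luciferase luminescence, read after 15 min reagent incubation · Timing – 20 h compound treatment, 37 °C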
S1P1 ag pot: activates or potentiates agonism at human S1P1 receptor; actives 0.57% (n = 56,000); P21453; S1P1 CRE-bla cells, forskolin, beta-lactamase FRET, potentiator mode; S1P1 agonist co-added at EC20, 2 nM; 100% = saturating reference agonist, 0% = basal; activation, % at 9.5 µM;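 active = activation above a cutoff set at the mean activation of all tested compounds plus 3 SD, cut at about 54% in these data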;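 note: forskolin at 4 µM as EC80 and the EC20 agonist is SEW2871; 100% = SEW2871 at its EC100 plus forskolin at EC80; some compounds past the cut are filed as inactive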
RORa activator: activators of human nuclear receptor RORA; P35398; CHO-K1 Gal4-RORA LBD luciferase reporter, luminescence; percent increase over mock-subtracted basal signal; activation, % at 10 µM; actives 1.5% (n = 65,000);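 active = activation above the mean of all tested compounds plus 3 SD, cut at about 49% in these data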;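 note: 0% = DMSO-treated RORA cells and 100% = added signal equal to DMSO minus mock-transfected cells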
Target sequence (P35398 whole entry, looked up, the tested form may be a part): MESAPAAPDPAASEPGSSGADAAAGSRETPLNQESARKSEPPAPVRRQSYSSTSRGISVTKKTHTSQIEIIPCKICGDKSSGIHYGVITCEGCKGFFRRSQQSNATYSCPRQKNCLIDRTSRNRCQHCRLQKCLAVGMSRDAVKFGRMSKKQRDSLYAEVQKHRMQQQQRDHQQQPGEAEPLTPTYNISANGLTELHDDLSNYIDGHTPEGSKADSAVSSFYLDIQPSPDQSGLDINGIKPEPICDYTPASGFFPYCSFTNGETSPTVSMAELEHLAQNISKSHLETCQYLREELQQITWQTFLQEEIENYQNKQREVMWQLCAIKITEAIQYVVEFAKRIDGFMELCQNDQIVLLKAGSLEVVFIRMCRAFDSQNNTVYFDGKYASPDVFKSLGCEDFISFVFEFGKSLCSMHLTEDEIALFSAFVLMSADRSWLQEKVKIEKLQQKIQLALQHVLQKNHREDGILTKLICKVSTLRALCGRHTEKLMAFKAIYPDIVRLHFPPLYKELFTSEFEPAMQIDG
AP complement: alternative pathway complement inhibition, orthogonal assay; Human serum alternative complement pathway, LPS-coated ELISA, C3 deposition; tested in compound mixtures; inhibition, % at 5 µM; actives 0.08% (n = 62,000); AID 1235;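 active = inhibition above 30% in each of the two pooled mixtures holding the compound, so the lower value exceeds 30%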;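 note: 0% = serum in Mg-EGTA without compound and 100% = EDTA serum blank; some compounds past the cut are filed as inactive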
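Medium: diluted human serum in Mg2+-EGTA GVB++. Assay system: human serum complement alternative pathway, C3 deposition onto LPS. Also added: Plate-bound LPS. Technique: Anti-C3 ELISA, OD 450 nm. Measure: percent inhibition. Incubation: 1 h at 37 °C. Dosing: 5 µM each compound, pools of ten, 50 µM per pool.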
5-HT1A blocker: 5-HT1a (human) receptor antagonism. P08908. actives 0.68% (n = 62,000). CHO 5-HT1a Ga15 NFAT-bla reporter, antagonist mode. inhibition, % at 10 µM;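 active = inhibition above the mean of all tested compounds plus 3 SD, cut at about 43% in these data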;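 note: receptor stimulated by 5-CT agonist at 100 nM near EC80; beta-lactamase reporter measured by ratiometric fluorescence of a cleavable substrate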
S1P3 agonist: agonists of human S1P3 receptor. activation, % at 4.5 µM. Q99500. actives 0.1% (n = 60,000). S1P3 NFAT-BLA reporter cells, agonism, FRET ratio; relative to 1 µM S1P, basal subtracted;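 active = activation above the screen-wide mean plus 3 SD, cut at about 4.5% in these data, passing the limit was not always enough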; note: some compounds called inactive have numbers as strong as hits
Target sequence (Q99500 whole entry, looked up): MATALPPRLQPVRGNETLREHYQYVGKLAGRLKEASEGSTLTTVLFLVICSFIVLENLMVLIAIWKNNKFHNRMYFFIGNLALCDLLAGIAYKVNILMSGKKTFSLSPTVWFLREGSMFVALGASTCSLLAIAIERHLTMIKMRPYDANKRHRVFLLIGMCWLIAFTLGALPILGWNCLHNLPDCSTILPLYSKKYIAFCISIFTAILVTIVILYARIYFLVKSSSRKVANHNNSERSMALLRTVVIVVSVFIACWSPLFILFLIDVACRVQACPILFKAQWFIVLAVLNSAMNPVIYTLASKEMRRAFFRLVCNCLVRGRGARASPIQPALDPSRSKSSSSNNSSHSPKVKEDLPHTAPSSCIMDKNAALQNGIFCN
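Benchmarks: high control 1 µM S1P / System: stable CHO line with human S1P3, Gα16, NFAT-BLA reporter / Dosing: single compound concentration, 4.5 µM final / Timing: 4 h compound at 37 °C, 2 h substrate at RT / Measured by: FRET β-lactamase substrate fluorescence, excitation 405 nm, 460/535 nm emission ratio, background-subtracted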
HTR1E agonist: activates the human 5-HT1E serotonin receptor; P28566; CHO 5-HT1E Ga15 NFAT-bla reporter, FRET; 0% DMSO wells, 100% control agonist wells; activation, % at 6 µM; actives 0.69% (n = 65,000);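 active = activation above a set limit, the screen-wide mean activation plus 3 SD, cut at about 8.5% in these data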;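 note: 100% = positive control agonist at 1 µM giving full maximal response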
Starred values were filed as active, the others as inactive; / = no result given.

SMILES	5HT1E antag	tolC growth inh	SF1 activator	S1P1 ag pot	RORa activator	AP complement	5-HT1A blocker	S1P3 agonist	HTR1E agonist
c1ccc(N2CCN(c3ncnc4sc5c(c34)CCC5)CC2)cc1	-0.7	4.7	-3.6	/	-17.0	1.9	11.3	-0.2	0.4
O=C(NCc1ccccc1)c1cc(-c2cccc(O)c2)on1	-1.5	16.0	-9.8	-11.8	31.0	10.4	8.6	-0.9	0.4
Cc1nnc(SCCN2CCOCC2)n1-c1cccc(Cl)c1	6.1	-4.5	2.7	-16.9	10.6	28.4	-10.8	-1.0	-0.7
COc1ccc(C(CNC(=O)Cc2cc(OC)c(OC)c(OC)c2)N2CCCC2)cc1 (centres undefined)	8.8	-6.9	2.8	/	3.2	5.9	16.1	/	-0.2
O=C(CSC1=Nc2ccccc2C2=NC(CC(=O)NCc3ccco3)C(=O)N12)NCC1CCCO1 (centres undefined)	0.1	-5.6	-5.5	-0.5	-12.5	12.0	-5.2	-1.3	-0.8
c1ccc(OCc2nn3c(-c4n[nH]c5c4CCC5)nnc3s2)cc1	-3.5	-7.8	-4.2	-48.6	3.3	15.0	9.8	-0.6	-0.1
O=C1C2C3C=CC(C3)C2C(=O)N1c1ccncc1 (centres undefined)	-1.4	-36.1	-27.1	10.7	6.2	-1.2	-2.2	-0.5	0.3
Cn1c(=O)oc2cc(S(=O)(=O)N3CCC(C(=O)N4CC=C(c5ccccc5)CC4)CC3)ccc21	-17.1	-5.5	-7.3	-6.7	-13.7	20.5	0.6	-0.1	0.6
Cc1cccc(NC(=O)CN2CCN(CC(=O)Nc3cccc(C)c3)CC2)c1	-7.1	4.2	-9.8	-15.1	-1.9	13.4	-8.7	-1.4	0.6
CCOc1cccc(-c2nn3c(-c4ccccn4)nnc3s2)c1	5.8	17.9	5.9	3.6	0.7	/	/	-3.0	-0.7
COc1cccc(N2CCN(c3c4c(nc5ncnn35)CCC4)CC2)c1	0.5	5.1	-15.1	/	-6.5	0.1	5.6	/	-0.5
O=C(c1ccc(NS(=O)(=O)c2ccccc2)cc1)N1CCCC1	-10.4	-8.9	3.8	-1.5	14.3	10.1	-6.4	-0.1	1.1
COc1ccc(N2CCN(CCNC(=O)CCS(=O)(=O)c3cccc4nsnc34)CC2)cc1	-0.3	-8.5	-20.0	/	-24.8	14.8	13.3	/	-0.7
Cc1cc(C)c(C(=O)COC(=O)Cn2cnnn2)cc1C	1.6	6.2	-8.6	-2.0	-0.5	-16.0	-5.2	-0.1	0.3
CCOc1ccc2[nH]c(=O)c(CN(CCO)C(c3nnnn3C3CCCCC3)C(C)C)cc2c1 (centres undefined)	0.3	-2.7	1.7	6.9	6.3	9.8	-6.4	-0.9	-0.1
CCC1CCCCN1C(=O)CSc1nnc(-c2ccc(OC)cc2)o1 (centres undefined)	9.4	15.6	-5.1	22.6	-8.3	22.5	4.3	-1.1	0.7
COc1ccc(OC)c(C2C(C#N)=C(N)Oc3cc(C)[nH]c(=O)c32)c1 (centres undefined)	1.3	13.7	0.3	7.7	-16.0	8.5	/	-2.9	-0.1
O=C1C(=O)N(CCO)C(c2ccccc2)/C1=C(\O)c1ccccc1 (centres undefined)	1.5	-8.7	18.0	-10.2	14.7	2.3	0.3	0.1	0.8
CCOC(=O)c1cc2c(=O)n3cccc(C)c3nc2n(Cc2cccnc2)c1=N	-3.5	6.8	-0.3	-4.6	-2.0	/	/	-4.6	0.7
O=C1C2ON(c3ccc(Br)cc3)C(c3cccnc3)C2C(=O)N1C1CCCCC1 (centres undefined)	-14.7	7.6	-5.6	-3.1	-11.6	/	-11.4	-1.4	0.2
CCOc1cc(C#N)c(NC(=O)c2ccnn2C)cc1OCC	-4.3	-14.9	-5.6	15.2	5.5	11.6	-9.3	-1.0	0.2
COc1ccc(NC(=O)CSc2nc3c(c(=O)n2-c2ccc(C)cc2)SCC3)c(OC)c1	-2.3	18.5	-13.2	/	11.9	10.0	17.0	/	-0.6
O=C(NCc1nc(-c2ccccc2)no1)c1ccc2c(c1)OCO2	-1.4	11.5	23.4	7.4	-8.8	-5.4	12.6	-0.7	-1.3
CCCN(CCC)S(=O)(=O)c1ccc(C(=O)Nc2nnc(CSC)o2)cc1	-9.9	98.8*	-20.9	12.0	-5.6	9.7	18.2	-1.5	0.2
COC(=O)c1cc(Br)c(=O)n(Cc2ccc(OC)c(OC)c2)c1	-2.9	7.4	-5.0	-4.3	17.0	-0.4	11.4	-1.0	-0.1
CCOc1ccc(OCC)c(NC(=O)C2CCCN(S(=O)(=O)c3c(C)n[nH]c3C)C2)c1 (centres undefined)	-1.0	4.2	5.7	-10.5	8.7	27.7	5.6	-0.4	0.5
O=C(Cn1[nH]c(=O)c2ccccc2c1=O)Nc1cccc(-c2nnc3n2CCCCC3)c1	6.5	-6.0	6.5	-12.2	9.2	-1.1	-3.2	-0.2	0.0
CCc1nn(CC(=O)NCCCN(CC)Cc2ccccc2)c(=O)c2cc3sccc3n12	4.8	5.9	-1.4	21.4	11.6	7.5	10.1	-0.8	-0.5
Cn1cc(C(=O)NC2CCCCCC2)c(=O)c2cc(S(=O)(=O)N3CCCC3)ccc21	4.4	7.2	-10.9	-3.9	3.4	18.0	-4.1	-0.1	-1.1
Nc1nonc1-c1noc(COc2ccccc2Cl)n1	27.9	7.8	68.6*	-11.4	87.9*	16.7	3.7	-0.2	-0.6
COc1cc(C(=O)N2CCN(C(=O)C(Cc3cc(C)ccc3C)NC(C)=O)CC2)cc(OC)c1OC (centres undefined)	-15.1	-5.5	-11.9	/	-2.0	7.3	-9.0	/	-0.4
COc1cccc(N2CCN(CC(=O)Nc3nnc(-c4ccccc4)s3)CC2)c1	-8.6	36.3	5.8	12.1	-16.0	10.8	-19.8	0.6	-0.4
CC(C)CC1C(C#N)=C(N)SC(N)=C1C#N	-2.0	-21.8	-1.6	11.1	-14.9	11.8	6.9	0.0	0.8
CCOC(=O)C1CCCN(C/C(O)=C(\C#N)c2nc(-c3ccccc3)cs2)C1 (centres undefined)	-0.6	6.0	16.8	5.6	32.9	-7.0	10.5	-0.3	-0.4
CCC(=O)N(Cc1cc2ccccc2[nH]c1=O)C(C)C	-10.5	-10.4	3.7	-6.5	8.9	13.3	2.0	-0.7	0.1
Fc1ccc2[nH]c3c(N4CCN(Cc5ccc6c(c5)OCO6)CC4)ncnc3c2c1	27.4	21.5	-83.3	105.8*	-86.3	10.5	/	-7.2	0.0
CC(C)n1c(Nc2ccccc2)nc2ccccc21	8.0	-2.6	9.5	10.7	5.2	-13.9	7.8	-1.0	-1.5
Cc1ccc2cc(CN(CC(C)C)C(=O)C3CCCO3)c(=O)[nH]c2c1 (centres undefined)	1.1	-13.6	-7.1	-4.2	-0.9	5.9	8.7	-0.7	0.3
COC(=O)c1cc2occc2n1CC(=O)Nc1cc(OC)cc(OC)c1	-5.7	-5.9	-6.7	-8.2	0.2	19.6	17.2	-0.6	-1.3
CCCCn1c(N)c(N(CCOC)C(=O)CSc2nc3ccc(C)cc3[nH]2)c(=O)[nH]c1=O	-4.4	-5.1	3.8	/	-1.3	0.5	-8.1	/	0.9
COc1cc2c(cc1OC)C(C(=O)O)C(c1cc(Br)c(O)c(OC)c1)N(C)C2=O (centres undefined)	-5.1	-15.4	-3.3	-27.8	20.7	4.0	0.9	-0.3	0.3
CC(C)CCn1c(Cl)nc2c1c(=O)n(C)c(=O)n2C	13.7	2.8	-2.1	-2.6	8.7	2.2	-3.7	-1.4	-0.8
Cc1cn([C@H]2C[C@H](N=[N+]=[N-])[C@@H](CO)O2)c(=O)[nH]c1=O	-6.3	13.1	4.0	2.1	-13.9	17.9	/	-2.9	-0.3
CN1CCN(C(=O)CCn2nc(-c3ccccc3)c3ccccc3c2=O)CC1	-6.0	2.2	-10.0	2.8	-12.7	5.2	-14.6	-0.3	0.5
COc1ccc(CC(=O)Nc2cccc(C(=O)O)c2C)cc1	0.7	-22.6	33.7	/	5.6	17.6	-5.9	-0.6	0.5
Cn1cccc1Cc1nnc(SCC(=O)Nc2ccc3c(c2)OCO3)n1-c1ccc(F)cc1	9.6	8.7	10.3	-3.7	10.5	12.1	12.7	-1.0	0.1
CCOC(=O)Cn1c(=O)c2c(nc3n2CCCCN3c2ccc(C)cc2)n(C)c1=O	7.8	-15.5	-4.5	-8.4	8.1	5.1	2.2	-1.3	-0.4
CCCc1nnc(NC(=O)c2ccncc2)s1	5.2	-12.4	-1.9	-17.7	-15.8	8.9	-6.1	-1.2	-0.1
COc1ccc2[nH]c(C)c(C(=O)CN3CC(C)OC(C)C3)c2c1 (centres undefined)	-12.1	2.0	2.8	7.1	2.0	/	/	-1.8	-0.1
Cc1ccc(-n2nc(-c3cccnc3)cc2C(=O)N2CCOCC2)c(C)c1	-5.8	-9.6	2.4	/	2.2	13.3	17.2	/	0.5

Another view of some results above:
molecule,5HT1E antag,tolC growth inh,SF1 activator,S1P1 ag pot,RORa activator,AP complement,5-HT1A blocker,S1P3 agonist,HTR1E agonist
O=C1C2ON(c3ccc(Br)cc3)C(c3cccnc3)C2C(=O)N1C1CCCCC1 (centres undefined),-14.7,7.6,-5.6,-3.1,-11.6,/,-11.4,-1.4,0.2
COc1ccc(OC)c(C2C(C#N)=C(N)Oc3cc(C)[nH]c(=O)c32)c1 (centres undefined),1.3,13.7,0.3,7.7,-16.0,8.5,/,-2.9,-0.1

The list goes on:
SMILES	5HT1E antag	tolC growth inh	SF1 activator	S1P1 ag pot	RORa activator	AP complement	5-HT1A blocker	S1P3 agonist	HTR1E agonist
COc1cccc(OC)c1C(=O)Nc1ccc(NC(=O)c2ccco2)cc1	5.3	-12.8	10.3	-0.7	24.3	8.7	5.6	-0.6	-0.5
CC1CCc2nc(NC(=O)CN3CCN(c4ccccc4)CC3)sc2C1 (centres undefined)	2.1	/	-19.8	-0.1	4.8	18.8	2.2	-0.1	0.9
N#Cc1nc(Cc2cccc3ccccc23)oc1NCc1ccc2c(c1)OCO2	18.1	57.4	-1.6	10.6	-1.1	-4.2	4.2	0.0	10.4*
O=S(=O)(Cc1ccccc1)NCC1CCCO1 (centres undefined)	4.6	-10.2	-10.2	-2.8	8.4	13.2	-3.6	-1.0	0.2
CCCc1nc2ccccc2c2nc(N)nn12	34.2*	-18.2	17.6	-27.7	-0.6	10.6	-4.9	0.0	0.8
Cc1nc2ccc(S(=O)(=O)NCC(=O)N3CCOCC3)cc2s1	4.5	-7.1	6.3	-3.7	-10.7	-1.3	-11.3	0.5	-0.2
Cc1nonc1OCCn1nnnc1N	-11.4	-17.8	-3.8	-0.7	-25.6	13.6	-4.3	-0.7	0.2
